# Screening results deposited in PubChem BioAssay by National Center for Advancing Translational Sciences (NCATS).
# rTrxR1 inhibitor – blocks rat thioredoxin reductase 1; recombinant rTrxR1, NADPH fluorescence consumption, selenite substrate; Potency, µM (series often up to 114 µM), inactives show at the top dose activity change, negative = inhibition, hits mostly inhibitors; hit rate 1% among 390,000; AID 588453; note: potency is the fitted concentration of half-maximal effect; % is set by controls: 0 for no effect and ±100 for the full control effect; nearly all actives have a fitted effect of over 65% in size
#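 Rat TrxR1 (90 nM in the dispensed reagent) was pre-reduced with 400 uM NADPH for 5 min at room temperature, then incubated with compound for 15 min. After 400 uM selenite was added, NADPH fluorescence (Ex 340/Em 450 nm) was followed for 8 min.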
# TRHR ag – agonists of human TRH receptor; P34981; TRHR cells, calcium flux fluo-8, FDSS agonist mode; activation, % at 2 µM; hit rate 0.18% among 360,000; AID 493084; in the data active = activation above about 30%; note: 0% is about no effect
#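 In this calcium-flux screen, cells bearing human TRHR are dye-loaded with fluo-8, baselined for 10 cycles, then exposed to library compounds; positive kinetic calcium responses during the agonist phase mark hits, with TRH as control.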
# USP1 inh – blocks the human USP1/UAF1 deubiquitinase complex; O94782; recombinant USP1/UAF1, Ub-Rhodamine cleavage fluorescence; Potency, µM (series often up to 57.1 µM), for the others: at the highest dose activity change, negative = inhibition, actives largely listed as inhibitors; hit rate 0.23% among 390,000; AID 743255; note: potency is the fitted concentration of half-maximal effect; % is set by controls: 0 for no effect and ±100 for the full control effect; nearly all actives have a fitted effect of over 60% in size; inactives centre near -12
# Target sequence (O94782 whole entry, looked up): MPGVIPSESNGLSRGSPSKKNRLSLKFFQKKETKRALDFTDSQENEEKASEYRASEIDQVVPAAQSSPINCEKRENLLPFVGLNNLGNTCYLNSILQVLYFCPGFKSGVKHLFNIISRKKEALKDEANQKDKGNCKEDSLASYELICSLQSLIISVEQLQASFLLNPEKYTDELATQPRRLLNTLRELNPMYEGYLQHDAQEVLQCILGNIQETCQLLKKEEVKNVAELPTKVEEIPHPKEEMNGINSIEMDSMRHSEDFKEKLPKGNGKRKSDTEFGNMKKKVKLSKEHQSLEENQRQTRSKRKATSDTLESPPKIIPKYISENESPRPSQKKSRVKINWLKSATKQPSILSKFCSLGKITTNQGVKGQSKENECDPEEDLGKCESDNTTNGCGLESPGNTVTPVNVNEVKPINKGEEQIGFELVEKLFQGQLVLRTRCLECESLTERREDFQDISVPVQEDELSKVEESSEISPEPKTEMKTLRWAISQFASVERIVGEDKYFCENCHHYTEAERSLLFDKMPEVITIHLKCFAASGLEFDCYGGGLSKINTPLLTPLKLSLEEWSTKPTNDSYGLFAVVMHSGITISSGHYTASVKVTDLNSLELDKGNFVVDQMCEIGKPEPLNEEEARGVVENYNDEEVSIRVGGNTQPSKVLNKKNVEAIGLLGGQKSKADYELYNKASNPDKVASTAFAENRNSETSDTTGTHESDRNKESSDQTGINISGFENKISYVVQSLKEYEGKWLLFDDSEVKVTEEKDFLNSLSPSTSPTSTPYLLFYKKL
#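 High-throughput fluorogenic screen: 1nM USP1/UAF1 complex, Ub-Rho substrate 150nM final, 50mM HEPES pH 7.8 with 0.5mM EDTA, 0.1 mg/ml BSA, 1mM TCEP and 0.01% Tween-20.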
# TrxR1 substrate – rat thioredoxin reductase 1 substrate activity. O89049. purified TrxR1 substrate turnover, NADPH consumption readout. Potency, µM (doses to about 114 µM), for the others: top-dose activity change, negative = substrate turnover. hit rate 0.01% among 390,000. AID 588456; note: potency is the fitted concentration of half-maximal effect; % is set by controls: 0 for no effect and ±100 for the full control effect; nearly all actives have a fitted effect of over 50% in size
#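 Rat TrxR1, dispensed at 90 nM, was prereduced with 400 uM NADPH (final) for 5 min at ~22 deg C, then incubated with compound 15 min before 400 uM selenite. A first-read NADPH fluorescence drop versus no-compound background flagged substrates.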
# mIDH1 inhibitor – inhibitors of human mutant IDH1 R132H; O75874; IDH1-R132H enzyme, NADPH consumption, diaphorase/resazurin fluorescence; Potency, µM (highest dose often 76.6 µM), inactives show top-dose activity change, negative = inhibition, usual class: inhibitors; hit rate 0.093% among 390,000; note: potency is the fitted concentration of half-maximal effect; % is set by controls: 0 for no effect and ±100 for the full control effect; nearly all actives have a fitted effect of over 65% in size
#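 IDH1-R132H (0.5 ug/mL dispensed) in pH 7.5 Tris buffer was preincubated 30 min with compound, then given a substrate mix of 0.016 mM NADPH and 2 mM alpha-KG for 80 min at room temperature; remaining NADPH was read by diaphorase/resazurin fluorescence.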
# TRHR PAM – allosteric enhancers of human TRH receptor | enhancement, % at 2 µM | TRHR cells, fluo-8 calcium fluorescence, EC20 TRH enhancement | hit rate 0.66% among 360,000 | AID 493056 | P34981; in the data active = enhancement above about 30%; note: 0% is about no effect
#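 Enhancer read-out: after compound pinning and an initial kinetic agonist-mode read, an EC20 of TRH (10 nM final) was injected and fluo-8 calcium signal (Ex 480/Em 530) followed at 1 s/cycle for 100 cycles in TRHR-expressing cells.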
# PI4K2A block – inhibitors of human PI4K2A; purified PI4K2A, ADP-Glo luminescence, 1 h; stronger effect = lower value; hit rate 0.13% among 420,000; Q9BTU6; AID 1346378; activity change, negative = inhibition, % at 76.9 µM; in the data active = activity change below about -50%; inconclusive = mostly about -30% to -49%;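 note: -100% = wells without enzyme as full effect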
#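 PI4K2A activity was measured by ADP-Glo luminescence: enzyme (4 ug/mL stock) and phosphatidylinositol (1.2 mM stock) in Tris pH 7.5/MgCl2/EGTA/Triton X-100 buffer were reacted with ATP (300 microM stock) for one hour at ambient temperature.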
# D2 antagonist – D2 dopamine receptor (human) antagonism; P14416; HEK293 TREx D2 cells, calcium flux, dopamine EC80; inhibition, % at 10 µM; hit rate 2% among 340,000; AID 485344; in the data active = inhibition above about 30%; note: 0% is about no effect
#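 Cells plated overnight at 30 C with tetracycline; no-wash calcium dye, 30–90 min RT; 10 s baseline; compound pinned; 180 s read; EC80 dopamine added; another 180 s read.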
# D2 ag – activates the human D2 dopamine receptor; P14416; HEK293 T-REx D2 cells, calcium flux agonist mode; activation, % at 2 µM; hit rate 0.53% among 340,000; AID 485358;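 active = activation over 3 SD above normal in the single-dose calcium agonist read, cut at about 30% in these data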; note: 0% is about no effect
#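 HEK293 Trex D2 cells, tetracycline-induced, o/n 30 C 5% CO2; no-wash Ca dye, RT 30–90 min; 10-cycle baseline, 23 nl cpd added, kinetic Ca read 180 s; agonist hits = positive Ca response.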
# * = called active by the depositor; ? = inconclusive; · = no result given; & = joins results of further samples; [ ] = another dose, or the depositor's remark. Unless noted, calls come from the whole dose curve; as a rule, active = well fitted inhibition curve with a large enough effect; inconclusive = small, poorly fitted or top-dose-only effect; inactive = no such curve, though single readings can be large or run the other way.
# Results follow in this order: rTrxR1 inhibitor, TRHR ag, USP1 inh, TrxR1 substrate, mIDH1 inhibitor, TRHR PAM, PI4K2A block, D2 antagonist, D2 ag
> Cc1ccc(C(=O)NC(=S)NCc2ccccc2)cc1
    ?, -0.2, -20%, 0%, 0%, -11, -2, 10, 0.5
> CC(C)(C)C(=O)Nc1ccc(C(=O)COC(=O)c2ccccn2)cc1
    10%, ·, -19%, 1%, 5%, ·, -5, ·, ·
> CCOc1ccc(NC(=S)N2CCN(c3ccc(N4CCOCC4)nn3)CC2)cc1
    4%, -0.4, -16%, 12%, 11%, -3, 12, 5, 0.7
> CCc1ccccc1NC(=S)/N=C(\N)Nc1nc(C)c2cc(C)ccc2n1
    5%, -1.7, -10%, -4%, 8%, 1, 1, -4, -2.1
> O=C(Nc1ccc2nn(-c3ccccc3)nc2c1)c1cccs1
    42%[activator], 1.5, -24%, 57%[activator], 1%, 1, -3, ·, ·
> CCC1CCCCN1C(=O)c1cc2cc(Br)ccc2oc1=O (stereo unspecified)
    19%, -0.9, ?, 5%, -4%, 0, -1, 5, 0.7
> CC(=O)Nc1ccc(C(=O)NCC2CCCCC2)cc1
    2%, -1.3, -22%, -3%, -13%, 8, 0, -19, 0.8
> Cc1ccc(CNC(=O)/C=C/c2ccc(Br)o2)cc1
    ?, -1.5, -12%, 10%, 2%, -5, 2, 1, -0.8
> CN1CCN(C(=O)CCCOc2ccc(Cl)cc2Cl)CC1
    9%, -0.4, 3%, 1%, 0%, 0, -4, -5, -0.3
> COc1ccccc1NC(=O)c1cnc(SCC(=O)N2CCCc3ccccc32)n(C)c1=O
    2%[57.1 µM], 0.3, -8%, -3%[57.1 µM], -9%, 3, 6, ·, 0.9
> COc1ccc(C(=O)N2CCn3c(C)ccc3C2C)cc1 (stereo unspecified)
    ?, 0.8, -26%, 5%, 6%, -5, -10, -4, 0.8
> COc1ccc(-n2nnnc2CNC(=O)C(=O)c2c(C)[nH]c3ccccc23)cc1
    2%[57.1 µM], 0.2, -20%, 1%[57.1 µM], -6%, 14, -2, 4, 0.2
> O=S(=O)(Nc1ccccn1)c1ccc(Oc2ccccc2)cc1
    1%[57.1 µM], -0.2, -22%, 9%[57.1 µM], -4%, -2, 0, 0, -0.9
> CCOc1ccc(CNC(=O)C2CCCN(c3nnc(C)c4c(C)n(-c5ccccc5)nc34)C2)cc1 (stereo unspecified)
    -4%&10%, 0.1&-0.6, ?, 6%&8%, 3%&-3%, 1&-1, 7&-3, 18, 0.1&1.2
> Cc1ccc(C2C(C#N)=C(N)Oc3cc(N)ccc32)cc1 (stereo unspecified)
    6%, -0.1, -18%, -7%, -3%, -1, 0, 10, -0.4
> COc1ccc(OC)c(CNC(=O)c2cnc(N(C)C)nc2)c1
    22%[57.1 µM], 0.0, ?, 7%[57.1 µM], ·, 1, 2, ·, 1.0
> CCOC(=O)c1cnn(-c2nc(-c3ccc(C)cc3)cs2)c1C(F)(F)F
    72%[activator], 0.9, -29%, 48%[activator], 4%, 10, 3, 3, -0.1
> COc1ccc(/C=N/NC(=O)c2ccc(NC(=O)C3CCCCC3)cc2)cc1O
    18%, 1.0, -4%, -1%, -21%, -2, -2, -12, -0.7
> COc1cc2c(cc1OC)C(SC)=NC1(CCCC1)C2
    7%, 1.0, -20%, 2%, -1%, 5, -4, -17, 0.6
> CN(C)/C=C/C(=O)c1ccc(Cl)s1
    -5%, 0.7, -28%, -5%, -3%, 7, 1, -2, 0.5
> O=c1c2ccccc2nc(/C=C/c2cccc(Br)c2)n1CCCO
    -6%, 0.3, -34%, 23%, 11%, 8, -21, 1, 0.4
> C[C@@H]1CN([C@H](C)CO)C(=O)c2cc(NS(=O)(=O)c3ccc(F)cc3)ccc2O[C@@H]1CN(C)Cc1ccc(Cl)c(Cl)c1
    17%, ·, ?, -4%, 4%, ·, 3, ·, ·
> O=C(c1cccn2c(=O)c3cc(Br)ccc3nc12)N1CCN(c2ccccn2)CC1
    12%[57.1 µM], 0.4, -6%, 11%[57.1 µM], 10%, -8, 2, 9, 0.6
> Cn1c(=O)oc2cc(S(=O)(=O)CCC(=O)NCCc3ccccc3)ccc21
    15%&9%, -0.4&0.3, -9%&-9%, 5%&-4%, 3%&-4%, 0&3, 4&-5, ·, 1.1
> O=[N+]([O-])c1cc2c(cc1/C=N/n1cnnc1)OCO2
    -8%, 0.5, -3%, -7%, -5%, 2, -11, -1, 0.9
> COc1ccc(CCNCc2c(C(=O)O)c(C)n(Cc3cccc(Cl)c3)c2C)c(OC)c1OC
    12%, 0.1, ?, 2%, 0%, 8, 1, ·, -0.2
> O=S(=O)(Nc1ccc(N2CCOCC2)cc1)c1cccs1
    -16%, -0.2, -18%, -12%, 1%, -2, -6, -14, -0.2
> O=C(CN1C(=O)COc2ccc(S(=O)(=O)N3CCCC3)cc21)NC1CC1
    26%, -0.3, -13%, 7%, 5%, -3, -2, 6, -1.3
> COc1ccc(CCNC(=O)c2ccc3nc(Cc4ccccc4)oc3c2)cc1OC
    0%[57.1 µM], -0.2, -16%, 0%[57.1 µM], -11%, 1, 2, ·, -0.5
> O=C(c1ccc(Cl)c([N+](=O)[O-])c1)N1CCN(Cc2ccc3c(c2)OCO3)CC1
    40%[activator][57.1 µM], -0.6, -5%, 10%[57.1 µM], 4%, 1, -10, -5, 0.9

# Only TrxR1 substrate, USP1 inh and D2 antagonist, for 5 of the compounds above:
canonical_smiles	TrxR1 substrate	USP1 inh	D2 antagonist
COc1cc2c(cc1OC)C(SC)=NC1(CCCC1)C2	2%	-20%	-17
CN(C)/C=C/C(=O)c1ccc(Cl)s1	-5%	-28%	-2
O=c1c2ccccc2nc(/C=C/c2cccc(Br)c2)n1CCCO	23%	-34%	1
C[C@@H]1CN([C@H](C)CO)C(=O)c2cc(NS(=O)(=O)c3ccc(F)cc3)ccc2O[C@@H]1CN(C)Cc1ccc(Cl)c(Cl)c1	-4%	?	·
O=C(c1cccn2c(=O)c3cc(Br)ccc3nc12)N1CCN(c2ccccn2)CC1	11%[57.1 µM]	-6%	9

# New compounds follow
# Results follow in this order: rTrxR1 inhibitor, TRHR ag, USP1 inh, TrxR1 substrate, mIDH1 inhibitor, TRHR PAM, PI4K2A block, D2 antagonist, D2 ag
> O=C1CC(c2ccccc2)Sc2ccccc2N1Cc1ccc(F)cc1 (stereo unspecified)
    24%, 0.1, -36%, 1%, 0%, -5, -1, ·, 0.9
> CCN1CCN(C(c2ccc(OC)c(OC)c2)c2nnnn2C(C)(C)C)CC1 (stereo unspecified)
    13%[57.1 µM], 0.0, -13%, -5%[57.1 µM], 3%, 3, -10, -15, 0.5
> CCOc1ccc(CCNC(=O)COC(=O)/C=C/c2ccc(OC(F)F)c(OC)c2)cc1OCC
    7%[57.1 µM], 0.3, -22%, 4%[57.1 µM], 0%, 3, -2, 12, 0.0
> CCOc1ccc2[nH]c(=O)c(CN(CCc3ccccc3)C(=O)N3CCCC3)cc2c1
    1%, -0.1, -22%, 6%, -6%, 1, -1, 12, 0.1
> Cc1ccc2oc(=O)c3cnn(CC(=O)N(CCCN4CCOCC4)Cc4ccco4)c3c2c1
    -2%[57.1 µM], -0.7, -7%, 3%[57.1 µM], 9%, -1, -1, -2, -0.6
> COc1ccc(CNS(=O)(=O)c2ccc(C3CNC(=O)C3)cc2)cc1 (stereo unspecified)
    17%, 0.0, -2%, 2%[57.1 µM], 0%, 9, 2, -6, -0.2
> O=C(CS(=O)(=O)c1ccccc1)N1CCN(c2ccccc2)CC1
    17%, 0.1, -11%, 8%, 2%, -2, 1, -4, 1.2
> CCOc1cccc2sc(N(CCCN(C)C)C(=O)c3ccc(C(=O)c4ccccc4)cc3)nc12
    13%, 1.0, -19%, -3%, 2%, -1, 0, -12, 0.0
> CC(C)(CNC(=O)c1ccc(NS(=O)(=O)c2ccc(Br)cc2)cc1)N1CCOCC1
    -6%, 0.3, -16%, -5%, 10%, 3, -4, -20, 0.2
> O=C(NCc1cccnc1)c1nn(-c2ccccc2F)nc1CO
    16%, 0.8, -21%, 3%, 3%, 6, 2, ·, 0.0
> Cc1ccc(-n2ncc3c(NCCCN4CCOCC4)ncnc32)cc1
    11%[57.1 µM], 0.0, 0%, 12%[57.1 µM], 1%, 2, 0, ·, 0.2
> C[C@]12C(=O)N(c3ccc(Cl)cc3)C(=O)N1[C@@H]1c3ccccc3OC[C@@H]1[C@H]2c1ccccc1
    5%, ·, -8%, 4%[57.1 µM], -5%, ·, 1, ·, ·
> O=c1c2ccccc2ccc2ccccc12
    9%, -0.4, -22%, 4%, 8%, -9, 3, 2, -0.4
> Cn1c(Cc2ccccc2)nnc1SCC(=O)c1cccs1
    11%, 0.2, -16%, 3%, 6%, 1, 1, -12, 1.1
> O=C(Nc1nc2ccccc2s1)c1cccc(S(=O)(=O)N2CCc3ccccc32)c1
    28%, 0.4, -19%, 13%, -10%, 11, -1, ·, ·
> O=C(CC(Cc1ccccc1)C(=O)O)Nc1ccccc1 (stereo unspecified)
    19%, 1.0, -19%, 0%, 10%, -2, -1, -19, 0.4
> O=C(NCC(O)c1ccccc1)c1ccccc1 (stereo unspecified)
    7%[57.1 µM], -0.1, 1%, 6%[57.1 µM], 1%, -5, -3, -4, 0.0
> CCCCCCCCS(=O)C1CCS(=O)(=O)C1 (stereo unspecified)
    28%[57.1 µM], 0.3, -4%, 11%[57.1 µM], 3%, 2, 6, -6, -0.4
> Cc1ccc(C(=O)OCC(=O)NCCc2ccccc2)cc1S(=O)(=O)N1CCOCC1
    12%, 0.0, 0%, -7%, 1%, 3, 4, 1, 0.0
> COc1ccc(CNC(=O)CCc2c(C)c3ccc(OC)c(C)c3oc2=O)cc1OC
    16%, -0.7, -20%, 13%, 21%, 1, -4, ·, -0.5
> O=S(=O)(c1cccc(S(=O)(=O)N2CCN(c3ncccn3)CC2)c1)N1CCOCC1
    0%, 0.9, 0%, 0%, -4%, -7, 1, -2, 0.6
